HP1b binding inh = HP1-beta chromodomain-methylated histone interaction inhibition. AlphaScreen HP1-beta / biotin-H3K9me3 peptide binding. Potency, µM (titrated, usually from 114 µM), inactives show at the top dose activity change, negative = inhibition, usual class: inhibitors. 390,000 tested, 0.56% active. AID 540317; also: nearly all actives have a fitted effect of over 70% in size; inactives centre near 23
Target sequence (P83916 whole entry, looked up): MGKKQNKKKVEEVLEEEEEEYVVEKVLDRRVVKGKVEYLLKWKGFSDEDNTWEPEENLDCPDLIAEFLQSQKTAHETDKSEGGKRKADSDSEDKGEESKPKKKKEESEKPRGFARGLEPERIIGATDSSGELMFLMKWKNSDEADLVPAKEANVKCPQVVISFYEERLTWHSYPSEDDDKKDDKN
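Compound inhibition of the preformed complex between 50 nM HP1-beta and 50 nM biotinylated H3K9me3 peptide was read by AlphaScreen. Buffer was PBS pH 7.4 with 0.01% Tween-20. Incubations ran 30 min at room temperature, with 10 ug/mL donor/acceptor beads.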
rTrxR1 inhibitor = blocks rat thioredoxin reductase 1 | O89049 | recombinant rTrxR1, NADPH fluorescence consumption, selenite substrate | 390,000 tested, 1% active | AID 588453 | Potency, µM (titrated, usually from 114 µM), for inactives: top-dose activity change, negative = inhibition, hits mostly inhibitors; also: % is scaled to controls: 0 for no effect and ±100 for the full control effect; nearly all actives have a fitted effect of over 65% in size
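Rat TrxR1 (90 nM in the dispensed reagent) was pre-reduced with 400 uM NADPH for 5 min at room temperature, then incubated with compound for 15 min. After 400 uM selenite was added, NADPH fluorescence (Ex 340/Em 450 nm) was followed for 8 min.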
Tb PGK inh = T. brucei PGK inhibition; AID 602233; PGK/GAPDH coupled, Kinase-Glo luminescence, 60 min; P07378; 380,000 tested, 0.043% active; Potency, µM (top dose mostly 57.5 µM), for inactives: top-dose activity change, negative = inhibition, actives largely listed as inhibitors; also: % is scaled to controls: 0 for no effect and ±100 for the full control effect; nearly all actives have a fitted effect of over 60% in size
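Recombinant glycosomal PGK reaction used 1,3-bisphosphoglycerate generated in-well by GAPDH (100nM final) in 100mM TEA pH 7.6, 5mM MgCl2, 0.01% Tween-20. After 60 minutes at room temperature, ATP was read by Kinase-Glo Plus luminescence end-point.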
Pin1 inh = blocks the human prolyl isomerase Pin1 | Potency, µM (doses to about 115 µM), without a hit: at the top dose activity, negative = inhibition, hits mostly inhibitors | Q13526 | Pin1 FP peptide displacement, HiFluor488, 10 min | AID 504891 | 390,000 tested, 0.009% active; active = well fitted inhibition curve with a large enough effect in the polarisation, with a control signal flat, not every such curve was filed as active; inconclusive = small, poorly fitted or top-dose-only effect, or effect the other way, or a change in a side signal; inactive = no such curve, though single readings can be large or run the other way; the % refers to the polarisation; also: % is scaled to controls: 0 for no effect and ±100 for the full control effect
Target sequence (Q13526 whole entry, looked up): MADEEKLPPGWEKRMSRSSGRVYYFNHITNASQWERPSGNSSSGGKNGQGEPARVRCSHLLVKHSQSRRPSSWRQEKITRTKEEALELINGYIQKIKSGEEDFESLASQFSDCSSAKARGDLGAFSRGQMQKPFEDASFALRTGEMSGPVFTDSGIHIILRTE
12-LOX inh = ALOX12 (human) lipoxygenase inhibition; 580,000 tested, 1.1% active; purified 12hLO, xylenol orange hydroperoxide absorbance; P18054; Potency, µM (highest dose often 108 µM), for the others: at the highest dose activity change, negative = inhibition, usual class: inhibitors; also: % is scaled to controls: 0 for no effect and ±100 for the full control effect
Target sequence (P18054 whole entry, looked up): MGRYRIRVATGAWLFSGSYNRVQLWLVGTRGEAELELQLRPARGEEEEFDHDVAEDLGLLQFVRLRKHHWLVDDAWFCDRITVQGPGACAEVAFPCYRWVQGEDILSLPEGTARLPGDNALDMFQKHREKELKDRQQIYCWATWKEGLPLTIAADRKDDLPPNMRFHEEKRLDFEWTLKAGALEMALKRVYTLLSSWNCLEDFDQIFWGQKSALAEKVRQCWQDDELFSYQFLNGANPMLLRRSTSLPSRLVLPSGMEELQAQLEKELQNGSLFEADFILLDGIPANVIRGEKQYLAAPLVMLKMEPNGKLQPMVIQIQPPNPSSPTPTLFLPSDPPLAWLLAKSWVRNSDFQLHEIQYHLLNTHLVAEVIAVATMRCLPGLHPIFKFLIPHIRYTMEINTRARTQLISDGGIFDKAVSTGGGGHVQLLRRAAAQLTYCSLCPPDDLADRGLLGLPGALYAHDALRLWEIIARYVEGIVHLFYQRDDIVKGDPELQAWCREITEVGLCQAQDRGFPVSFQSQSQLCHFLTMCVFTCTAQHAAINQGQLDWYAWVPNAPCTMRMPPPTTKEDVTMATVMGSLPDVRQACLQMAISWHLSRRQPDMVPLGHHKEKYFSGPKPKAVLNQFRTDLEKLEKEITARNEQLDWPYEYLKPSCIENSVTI
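Purified human 12hLO at 150 nM in 25 mM Hepes, 0.01% Triton X-100, pH 7.0, preincubated 15 min at room temperature with compound. Reaction started with 40 uM arachidonic acid, 30 min at room temperature. Hydroperoxide measured by Fe-xylenol orange, 573/405 nm absorbance ratio.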
RGS4 inh = blocks human RGS4-accelerated GTP hydrolysis; P49798; Transcreener GDP fluorescence polarization, RGS4-accelerated GTP hydrolysis; Potency, µM (titrated, usually from 114 µM), for inactives: at the highest dose activity change, negative = inhibition, most hits filed as inhibitors; 390,000 tested, 0.039% active; AID 504845; also: % is scaled to controls: 0 for no effect and ±100 for the full control effect; nearly all actives have a fitted effect of over 75% in size; some results filed as inactive show a strong effect at the top dose
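MLSMR compounds (23 nl, pin-transferred) preincubated 10 min at room temperature with a 500nM (2x) first reagent, then RGS4 at 900nM (2x) plus Transcreener GDP mix added; fluorescence polarization (620/688 nm) read before and after 90 min at 30 °C.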
GLS inhibitor = blocks human kidney-isoform glutaminase activity; GLS enzymatic activity, qHTS titration; Potency, µM (highest dose often 45.5 µM), without a hit: at the top dose activity change, negative = inhibition, hits mostly inhibitors; 410,000 tested, 0.21% active; AID 624170; also: % is scaled to controls: 0 for no effect and ±100 for the full control effect
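Two-point fluorescence kinetic (t0, 30 min RT) for hKGA; glutamate detected via glutamate oxidase–HRP–Amplex Red. Substrate: 1 mM L-glutamine solution; buffer 45 mM KH2PO4, pH 8.2.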
JMJD2A Tudor = JMJD2A Tudor domain (human) inhibition. AID 504339. O75164. AlphaScreen JMJD2A-Tudor / H3K4me3 peptide binding. 390,000 tested, 4.4% active. Potency, µM (highest dose often 114 µM), for the others: at the top dose activity change, negative = inhibition, actives largely listed as inhibitors; also: % is scaled to controls: 0 for no effect and ±100 for the full control effect; nearly all actives have a fitted effect of over 50% in size
ERG-DNA inh = blocks human ERG Ets domain binding to DNA; P11308; fluorescence polarization, His-ERG Ets domain / labelled DNA; Potency, µM (doses to about 76.9 µM), for inactives: at the top dose FP activity, negative = inhibition, hits mostly inhibitors; 370,000 tested, 0.028% active; active = well fitted inhibition curve with a large enough effect in the polarisation, with a control signal flat; inconclusive = small, poorly fitted or top-dose-only effect, or effect the other way, or a change in a side signal; inactive = no such curve, though single readings can be large or run the other way; the % refers to the polarisation;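 also: polarization taken with two DNA probes labelled with fluorescein and Texas red; % of control where 0% means no effect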
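His-tagged ERG Ets domain (1 uM in the protein solution; 300mM KCl, 50mM Tris-HCl, 1mM EDTA, 1mM DTT, pH 7.5) received compound, then a probe mix of 5 nM fluorescein-DNA and 100nM Texas-615-DNA. Fluorescence polarization was read for both dyes.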
Numbers without * were called inactive; i = inactive; ? = inconclusive; nt = not tested or not shown; & = joins results of further samples; [ ] = dose if it differs, or a comment. Unless noted, calls follow the shape of the dose curve; as a rule, active = well fitted curve in the direction sought with a large enough effect; inconclusive = small, poorly fitted or top-dose-only effect, or another doubt; inactive = no such curve, though single readings can be large; an effect the other way counts as inactive or inconclusive. Potency is read from the fitted curve at half-maximal effect. Not all compounds are listed; the hit share may differ from the screen's.

SMILES | HP1b binding inh | rTrxR1 inhibitor | Tb PGK inh | Pin1 inh | 12-LOX inh | RGS4 inh | GLS inhibitor | JMJD2A Tudor | ERG-DNA inh
CN1CCN(c2nc3c(c(=O)[nH]c(=O)n3C)n2Cc2ccc(Cl)cc2)CC1 | 19% | 16% | -3% | 1% | 8% | 25% | 0% | -8% | -12%
Cc1ccc(CSCCNC(=O)CN(c2ccccc2)S(C)(=O)=O)cc1 | -8% | -3%[57.1 µM] | -7% | -9% | 19% | -48% | 9% | -11%[11.4 µM] | 14%
CN1CCN(C(=O)c2cc([N+](=O)[O-])cc([N+](=O)[O-])c2)CC1 | 19% | -6% | 7% | 4% | -1% | 3% | -3% | -1% | 11%
O=C(COC(=O)c1ccccc1Cc1ccccc1)Nc1ccc(SC(F)F)cc1 | 38% | 8% | -4% | 23% | -4% | -17% | 2% | 10% | 7%
COc1ccccc1NC(=O)/C(C#N)=C/c1cccnc1 | 28% | 3% | -3% | 3% | ? | -19% | -7% | 8% | -2%
Cc1ccc(S(=O)(=O)N2CCCCC2)cc1NC(=O)C1CCCO1 (stereo unspecified) | 45%[activator] | 22%[57.1 µM] | 7% | -4% | 7% | -29% | 3% | -8%[57.1 µM] | -1%
O=C(Cn1cc([N+](=O)[O-])cn1)N1CCc2ccccc2C1 | 41%[activator] | 12% | 0% | -12% | -1% | -5% | 13% | -12% | -5%
Cc1cc(C(=O)NNC(=S)NCC(C)C)cs1 | 32% | -2% | 8% | -4% | -20% | -8% | 26% | 0% | 1%
CC(=O)N/C(=N\c1nc(C)cc(C)n1)Nc1ccc(Cl)cc1Cl | 15% | 19%[57.1 µM] | -10% | 4% | 17% | -23% | 26% | 2% | -9%
Cc1ccc2c(c1)c1cccc3c1n2CCN3CCC(N)=O | ? | -10% | -1% | 29% | nt | -24% | 45%[activator] | 50µM* | 3%
OC(c1ccccc1)(c1ccccc1)C1CCN(C(=S)Nc2ccc(F)cc2)CC1 | 16% | -19% | -6% | ? | ? | 11% | 14% | -36% | -8%
Cc1ccc(C(=O)NCCc2ccc(S(N)(=O)=O)cc2)cc1-n1cnc2cccnc21 | 32% | 5% | i | -4% | -25% | -18% | 1% | 6% | 1%
Cc1cccc(N(CC(=O)NCCSCc2ccc(Cl)cc2)S(C)(=O)=O)c1C | 34% | 9% | i | 5% | -3% | -6% | 5% | -11% | 5%
COc1ccc(CNc2nc(-c3cccnc3)nn2S(C)(=O)=O)cc1 | 36%[activator] | 2%[57.1 µM] | -1% | -1% | -1% | 7% | 6% | -14% | 12%
CCSc1c(C(=O)NC)ccc2c1C(=O)c1ccccc1C2=O | 4% | -11% | -6% | -4% | 138%[activator] | 7% | 0% | -17% | -2%
O=C(CCCn1c(=S)[nH]c2ccccc2c1=O)N1CCOCC1 | 1% | -9% | 6% | -2% | -22% | 3% | 8% | 22µM* | -2%
CCCc1ccc2oc(C(=O)N(C)Cc3cnccn3)c(C)c2c1 | 28% | 5% | -2% | 1% | -10% | -36% | -6% | -9% | 0%
CCOc1ccc(NC(=O)c2ccc(NC(=O)c3ccc(CN4CCOCC4)cc3)cc2)cc1 | 35% | 24% | -6% | 13% | -9% | 14% | 1% | -9% | 2%
Cc1ccc(NC(=O)CSCC(=O)OC(C)C(=O)Nc2ccc(S(N)(=O)=O)cc2)c(C)c1 (stereo unspecified) | 7% | 11% | 8% | 0% | ? | -8% | 12% | 0% | -5%
COC(=O)c1ccc(N2C(=O)CC(SCCN)C2=O)cc1 (stereo unspecified) | 18% | 12% | -7% | 0% | ? | -11% | -1% | ? | 2%
O=C(NCc1ccccc1)c1cccc(N2CCCS2(=O)=O)c1 | 40%[activator] | 15%[57.1 µM] | -15% | -13% | -9% | -12% | 0% | -9% | 2%
O=C(c1cccc(NS(=O)(=O)c2cccc(F)c2)c1)N1CCCC1 | 31% | 6% | -8% | -13% | 2% | 1% | 5% | -12% | -1%
Nc1c(C(=O)O)sc2nc3c(cc12)CCCC3 | 51%[activator] | 23% | -1% | 2% | ? | -44% | -7% | -10% | -19%
COc1cccc(N2CCN(C(=O)c3ccc(NC(=O)c4nsc5ccccc45)cc3)CC2)c1 | 1%[57 µM] | 31%[57.1 µM] | -1% | 6% | 5% | 17% | 3% | -35% | 0%
Cc1cc(C(=O)N/N=C/c2ccc(Cl)c([N+](=O)[O-])c2)c(C)n1-c1ccc(F)cc1 | 19% | 5% | i | 0% | 10% | -22% | 2% | -26%[57.1 µM] | -3%
COc1ccc(OC)c(C2NC(=O)NC(C)=C2C(=O)Nc2ccc(F)cc2)c1 (stereo unspecified) | 38% | -8% | -7% | 7% | -24% | 2% | 3% | -13% | 4%
C/C(=N/NC(=O)C1COc2ccccc2O1)c1ccc(Br)s1 (stereo unspecified) | 22% | -8%[57.1 µM] | -7% | -18% | i | -24% | -10% | -11% | 0%
Cc1ccsc1C(=O)OC(C)C(=O)Nc1ccc(Cl)cn1 (stereo unspecified) | 17% | 11% | i | 0% | 2% | -12% | -12% | 8% | 7%
Cc1nnc(SCC(=O)NNC(=O)c2ccco2)s1 | 29% | 32%[57.1 µM] | -8% | 1% | 4% | -17% | 16% | -18% | 0%
Cc1cc(=O)[nH]c2ccc(S(=O)(=O)NC3CCCCC3)cc12 | 77%[activator] | 15% | -8% | 1% | 386%[activator] | -4% | 0% | -6% | -6%
Cc1cc(C)n(Cc2cccc(F)c2)c(=O)c1C#N | 32% | 9% | 6% | -4% | 9% | -26% | 5% | -11% | -2%
CC(=O)N/C(=C/c1ccc(OS(=O)(=O)c2ccc(C)cc2)cc1)C(=O)Nc1ccc(C(=O)O)cc1 | -5% | 2% | i | -2% | 7% | 12% | -20% | -14% | 3%
CCN1CCc2c(sc(NC(=O)Nc3ccc(Cl)c(Cl)c3)c2C(N)=O)C1 | 35%[activator] | -17% | -10% | ? | ? | ? | -5% | 9% | 8%
Cn1ccc(C(=O)N/N=C/c2ccccc2[N+](=O)[O-])n1 | 11% | -1%[57.1 µM] | 8% | -2% | 0% | -16% | -4% | -8% | 1%
CN1CCN(CCCNC(=O)c2cn(C)c3ccc(S(=O)(=O)N(C)C)cc3c2=O)CC1 | 39% | -1% | 7% | -3% | 469%[activator] | 5% | 2% | -16% | 7%
CCCn1c(=O)c2sccc2n2c(CCCC(=O)N3CCN(c4ccc(OC)cc4)CC3)nnc12 | 23% | 9% | i | 27% | -23% | 9% | -3% | -14% | 1%
O=C(Cc1cccs1)Nc1cccc(-c2nc3ccccc3o2)c1 | -2% | 8% | -2% | 13% | 3%&0% | 37% | 1% | 3% | 1%
COc1ccc(/C=C/C(=O)O)cc1COc1ccccc1C | 37% | -16% | 0% | -5% | -20% | -4% | 11% | -5%[57.1 µM] | -17%
Cc1ccccc1C(=O)Oc1cc(-c2ccc3c(c2)OCO3)cc(=O)c2c(C)oc(C)c12 | 1% | ? | 7% | 9% | ? | -35% | 6% | -34% | 7%
O=C1CC(c2nc3ccccc3[nH]2)CN1c1ccccc1F (stereo unspecified) | 25% | 12%[57.1 µM] | 7% | 3% | 17%[57.4 µM] | 8% | 0% | -5% | 2%

Results in ERG-DNA inh and RGS4 inh, for some of the entries so far:
Molecule	ERG-DNA inh	RGS4 inh
CCSc1c(C(=O)NC)ccc2c1C(=O)c1ccccc1C2=O	-2%	7%
O=C(CCCn1c(=S)[nH]c2ccccc2c1=O)N1CCOCC1	-2%	3%

Following part
SMILES | HP1b binding inh | rTrxR1 inhibitor | Tb PGK inh | Pin1 inh | 12-LOX inh | RGS4 inh | GLS inhibitor | JMJD2A Tudor | ERG-DNA inh
O=C(Nc1cccc2ncccc12)c1ccc(F)cc1 | 23% | -17% | i | -1% | -14% | -16% | -1% | 2% | 12%
CCOc1ccc(Nc2ncnc3c2cnn3C)cc1 | 42%[activator] | 13% | i | -6% | 0% | -39% | -5% | -8% | -18%
Cc1noc(C)c1CSCC(=O)Nc1cc(Cl)ccc1N1CCOCC1 | 27% | -13% | i | -10% | -4% | -9% | -12% | -1% | -22%
O=C(Nc1cccc(OCc2cc(=O)n3ccccc3n2)c1)c1ccccc1Br | 11%[57 µM] | 21%[57.1 µM] | -7% | 3% | -13% | 0% | -8% | -15% | -11%
CN1CCN(S(=O)(=O)c2ccc(NC(=S)NC(=O)C3CCCC3)cc2)CC1 | 4% | -7%[57.1 µM] | 3% | -2% | 6% | -4% | 2% | -26% | 3%
O=C(C1CCC1)N1CCN(S(=O)(=O)c2ccc(Br)cc2Cl)CC1 | 16% | 8% | 0% | -6% | -5% | -6% | 8% | 0% | -7%
Cc1cc(C)nc(N2CCCC(C(=O)Nc3nnc(C)s3)C2)n1 (stereo unspecified) | -1% | 21% | -2% | 0% | 12% | 4% | 1% | -6% | 0%
COc1ccc(CCC(=O)Nc2ccc(OC)c(S(=O)(=O)N3CCCCC3)c2)cc1 | 31% | 16% | -9% | 3% | -3% | 2% | 9% | -11% | 13%
CCc1c(C)nc(N)n2c(SCC(=O)N3CCCC(C)C3)nnc12 (stereo unspecified) | 33% | 0% | -3% | -2% | 7% | -37% | -5% | -7% | -8%
CC(C)c1nn2c(=O)cc(COC(=O)c3ccccc3Cl)nc2s1 | 26% | 14%[57.1 µM] | 4% | -7% | -29% | 31% | -7% | -7% | 0%
